West Nile antiviral – inhibition of WNV-induced cytopathic effect – cell-based, CPE readout (AID 1621); West Nile virus-infected cells, CPE inhibition; higher % means a stronger effect; CPE inhibition, % at 10 µM, or IC50 in µM where a hit was titrated; 290,000 compounds, 0.02% hits; in the data active = a potency from the dose series; also: strong numbers were not always called active
SIAH1 antagonists – Siah-1 peptide-binding antagonists, primary screen, biochemical, fluorescence polarization, rhodamine-plectin, uHTS (AID 1817) | Siah-1 / rhodamine-plectin peptide fluorescence polarization; higher % means a stronger effect | one-dose displacement, % at 20 µM; IC50 in µM for titrated hits | 290,000 compounds, 0.02% hits;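 active = displacement of at least 50% at 20 µM, with a fluorescence ratio check between 0.3 and a set limit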;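 also: plate controls were Siah plus tracer with DMSO for no effect and tracer alone without Siah for full effect; strong numbers were not always called active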
PhoP inhibition – inhibitors of PhoP regulon expression, primary screen, Salmonella Typhimurium, GFP reporter (AID 1863) | S. Typhimurium PhoP-regulated promoter GFP reporter, 4 h; higher % means a stronger effect | one-dose inhibition, % at 50 µM; IC50 in µM for titrated hits | 300,000 compounds, 0.16% hits;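 active = inhibition over 29.93%, a cutoff 3 SD above the screen mean, later confirmed by dose response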;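 also: 0% = low Mg2+ inducing control and 100% = high Mg2+ repressing control; strong numbers were not always called active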
* hit, by the source's call. An excerpt; the hit share may differ from the screen's.

SMILES | West Nile antiviral | SIAH1 antagonists | PhoP inhibition
O=C(COc1ccc2c(c1)oc(=O)c1ccccc12)NC(Cc1ccc(Cl)cc1)C(=O)O (stereo not given) | 0.8% | -1% | -3%
Cn1c(-c2ccc(Cl)nc2)nc2cc(Cl)ccc21 | 1.0% | -6% | -8%
CCOC(=O)C1CCN(C(=O)C2CCN(C(=O)c3ccc([N+](=O)[O-])cc3)CC2)CC1 | 1.0% | -3% | 2%
CC(C)=CC(=O)OCc1csc(CC(=O)Nc2ccccc2C)n1 | -0.3% | 7% | 1%
CCc1ccc(NC(=O)CC2C(=O)N(c3ccc(OC)cc3)C(=O)N2CCOC)cc1 (stereo not given) | -0.9% | 7% | 2%
CN(C)S(=O)(=O)c1cccc(NC(=O)CN2C(=O)NC3(CCc4ccccc4C3)C2=O)c1 (stereo not given) | 1.7% | -3% | -4%
CCc1ccc(NC(=O)Cn2nnc(C(=O)NCc3ccc(OC)cc3)c2N)cc1 | 0.7% | 2% | -5%
COc1ccc(CNC(=O)CCC2N=C3c4ccccc4N=C(SCC(=O)NCC4CCCO4)N3C2=O)cc1 (stereo not given) | 0.1% | -8% | 1%
Cc1cccc(Nc2nc(-c3ccc(O)cc3O)cs2)n1 | -0.1% | -10% | 10%
Cc1cc(C)c(C)c(S(=O)(=O)NCc2ccc(C(=O)N3CCOCC3)cc2)c1C | -0.4% | -8% | 3%
CCOc1c(C)cc(S(=O)(=O)NCc2cccnc2)c(C)c1C | -1.2% | 2% | -8%
COc1ccc(NC(=O)C2CCN(C(=O)c3ccco3)CC2)c(OC)c1 | 1.4% | -7% | -6%
Cc1ccc(-c2nc(NCCCO)c3ccccc3n2)cc1 | -0.8% | -3% | 2%
CC(C(=O)O)N1C(=O)C2C3c4ccccc4C(c4ccccc43)[C@@H]2C1=O (stereo not given in full) | 0.4% | 2% | -4%
COc1ccc(/C=N\NC(=O)c2ccc(F)cc2)cc1COc1ccccc1C(N)=O | -0.2% | 2% | 7%
C/C(=N\N1CCCCC1)c1ccccc1O | -0.3% | 2% | 20%
Cc1cc(C)c(OCCOCCN2CCN(C)CC2)c(Cl)c1 | -0.5% | 13% | 3%
CN(C)S(=O)(=O)c1ccc(Cl)c(C(=O)NC2=NCCS2)c1 | -0.2% | 1% | -7%
CC(C)c1ccc(NC(=O)Cn2nnc(C(=O)NCc3ccc4c(c3)OCO4)c2N)cc1 | -0.2% | 6% | -5%
COc1ccc(N2CCN(C(=O)c3c(-c4c(F)cccc4Cl)noc3C)CC2)cc1 | 0.0% | 2% | -4%
CCc1nnc(NS(=O)(=O)c2ccc(NC(=O)c3ccccc3O)cc2)s1 | 0.3% | 1% | 7%
COc1cc(/C=C2\C(=N)N3N=CSC3=NC2=O)ccc1OS(=O)(=O)c1ccccc1[N+](=O)[O-] | -0.4% | -3% | -5%
CCn1c(=O)c2c(nc3n2CCCN3Cc2ccccc2)n(C)c1=O | -0.7% | 2% | -3%
CC[C@@H](C)[C@H](CNC)NC[C@@H](Cc1cccc2ccccc12)NCCc1cccc(C(F)(F)F)c1 | -2.3% | -3% | 33µM*
O=S(=O)(NCC(c1cccnc1)N1CCN(Cc2ccccc2)CC1)c1ccc(F)cc1 (stereo not given) | -0.7% | 3% | 4%
CC(C)[C@@H](C(=O)O)N(Cc1cccc(CN([C@H](C(=O)O)C(C)C)S(C)(=O)=O)c1)S(C)(=O)=O | -0.5% | 3% | 0%
CC(C)c1ccc(N(CC(=O)NCC2CCCO2)C(=O)CCC(=O)Nc2nccs2)cc1 (stereo not given) | -0.7% | 2% | -5%
COc1ccc2c(c1)cc(C(=O)N[C@@H](Cc1ccccc1)C(=O)O)n2C | 0.5% | -4% | -14%
Cc1nn(CC(=O)NCCc2cccs2)c(=O)c2nn(-c3ccccc3)c(C)c12 | -0.2% | 3% | 9%
Cc1c(OCC(=O)NC(Cc2ccc(Cl)cc2)C(=O)O)ccc2c(-c3ccccc3)cc(=O)oc12 (stereo not given) | 0.3% | -1% | -1%
COCC1CCN(C(=O)c2cc(COc3ccc(C)c(C)c3)on2)C1 (stereo not given) | -0.3% | 11% | -1%
O=C(Nc1cccc(C(F)(F)F)c1)c1sc(Cl)nc1C(F)(F)F | 2.3% | 4% | 8%
O=C(NCCc1ccccc1Cl)c1cc(COc2ccc(F)cc2F)on1 | -0.6% | 0% | 4%
O=C(Nc1cccc(Cl)c1)Nc1ccon1 | -0.1% | -2% | 6%
CC(=O)Nc1ccc(NC(=O)c2c(C)noc2C)cc1 | 0.6% | -4% | -1%
COc1cccc(C(C(=O)NC2CCCC2)N(C(=O)c2csnn2)C2CC2)c1 (stereo not given) | -0.9% | 1% | -1%

Brought forward from above: 7 compounds; new compounds follow.
SMILES | West Nile antiviral | SIAH1 antagonists | PhoP inhibition
Cc1c(OCC(=O)NC(Cc2ccc(Cl)cc2)C(=O)O)ccc2c(-c3ccccc3)cc(=O)oc12 (stereo not given) | 0.3% | -1% | -1%
COCC1CCN(C(=O)c2cc(COc3ccc(C)c(C)c3)on2)C1 (stereo not given) | -0.3% | 11% | -1%
O=C(Nc1cccc(C(F)(F)F)c1)c1sc(Cl)nc1C(F)(F)F | 2.3% | 4% | 8%
O=C(NCCc1ccccc1Cl)c1cc(COc2ccc(F)cc2F)on1 | -0.6% | 0% | 4%
O=C(Nc1cccc(Cl)c1)Nc1ccon1 | -0.1% | -2% | 6%
CC(=O)Nc1ccc(NC(=O)c2c(C)noc2C)cc1 | 0.6% | -4% | -1%
COc1cccc(C(C(=O)NC2CCCC2)N(C(=O)c2csnn2)C2CC2)c1 (stereo not given) | -0.9% | 1% | -1%
CCN1CCN(C(=O)c2cc3cc(Cl)ccc3[nH]2)CC1 | 0.2% | -1% | -2%
Cc1ccc(C(=O)N/C(=C/c2ccco2)C(=O)N2CCCCCC2)cc1 | -0.5% | -2% | 0%
COc1ccccc1C1=NOC(C(=O)N2CCN(C(=O)c3ccco3)CC2)C1 (stereo not given) | -0.6% | 7% | 1%
O=C(NCc1ccccn1)c1ccc(OC2CCN(Cc3ccccc3O)CC2)cc1 | -0.6% | 2% | 3%
CCCC(C)c1nnc(NC(=O)CCS(=O)(=O)c2ccccc2)s1 (stereo not given) | 2.8% | 24% | 9%
Cc1cc(C)c(S(=O)(=O)Cc2ccccc2)c(Cl)n1 | 0.3% | -2% | 7%
CCS(=O)(=O)N1CCC(NC(=O)C(Cc2cc(OC)ccc2OC)NC(C)=O)CC1 (stereo not given) | 0.1% | -1% | 5%
CC(C)Cn1nc(NS(=O)(=O)c2cccc3nonc23)c2cc3ccccc3nc21 | -0.3% | -2% | 1%
CC1(C)Oc2ccc3ccc(=O)oc3c2CC1O (stereo not given) | 0.5% | -2% | -7%
COc1ccc(C2c3cc(OC)c(OC)cc3CCN2C(=O)c2ccccc2Br)cc1OC (stereo not given) | -0.1% | 2% | -3%
CCCCc1cc(=O)oc2cc(C)cc(OCC(=O)NCC3CCC(C(=O)O)CC3)c12 (stereo not given) | 0.5% | -1% | 12%
COc1ccc(C(CNC(=O)Cc2ccccc2)N2CCCCC2)cc1 (stereo not given) | -1.0% | 8% | -1%
CCC(C)(C)c1nnc(NC(=O)C2CC(=O)N(CCc3ccc(F)cc3)C2)s1 (stereo not given) | -0.1% | -1% | 4%
COc1ccc(OS(=O)(=O)Cc2ccccc2)cc1 | -0.4% | 1% | 8%
O=C(NCC1CCCO1)c1cc2ccccc2o1 (stereo not given) | 0.8% | 14% | 4%
CN(CCOc1ccccc1)CC(O)COc1ccccc1 (stereo not given) | -0.1% | 0% | 15%
CCOC(=O)C1CCCN(S(=O)(=O)c2cnc(Cl)c(Br)c2)C1 (stereo not given) | 3.2% | -9% | 9%
CO/N=C(\c1ccccc1)c1cccnc1 | -0.3% | 18% | -5%
Cc1ccc(S(=O)(=O)c2nnn3c2nc(NC2CCN(Cc4ccccc4)CC2)c2ccccc23)cc1C | 2.8% | 10% | -7%
CN1CCN(S(=O)(=O)c2cccc(C(=O)Oc3ccccc3Cl)c2)CC1 | 0.1% | 9% | 6%
COc1ccc(NC(=O)CSc2nn3c(=O)c(C)nnc3s2)cc1 | 0.1% | 2% | 1%
CC(=O)N1c2ccc(S(=O)(=O)N3CCC(C(=O)N4CCN(c5ccccc5F)CC4)CC3)cc2CC1C (stereo not given) | 0.0% | -2% | 1%
Cc1ccc([N+](=O)[O-])cc1NC(=O)CSc1nncc2ccccc12 | -0.6% | 2% | -5%
O=C(c1ccc(F)c(S(=O)(=O)N2CCOCC2)c1)N1CCc2ccccc21 | -0.4% | 1% | -5%

3 entries drawn at random from the list so far, as already listed:
SMILES | West Nile antiviral | SIAH1 antagonists | PhoP inhibition
O=C(NCC1CCCO1)c1cc2ccccc2o1 (stereo not given) | 0.8% | 14% | 4%
Cc1ccc(S(=O)(=O)c2nnn3c2nc(NC2CCN(Cc4ccccc4)CC2)c2ccccc23)cc1C | 2.8% | 10% | -7%
CN1CCN(S(=O)(=O)c2cccc(C(=O)Oc3ccccc3Cl)c2)CC1 | 0.1% | 9% | 6%

Going on with the list.
SMILES | West Nile antiviral | SIAH1 antagonists | PhoP inhibition
CN1C(=O)C(=O)/C(=C(/O)c2ccccc2)C1c1ccc(Br)cc1 (stereo not given) | -0.8% | 4% | 4%
O=C(O)CN1C(=O)NC2(CCCc3ccccc32)C1=O (stereo not given) | 0.1% | -4% | 1%
O=C(c1ccccc1Cl)N1N=C(c2cccs2)CC1c1cccc(O)c1 (stereo not given) | 0.1% | 9% | -4%
Cc1cc(C)c(C)c(S(=O)(=O)N2CCC(C(=O)N3CCCCCCC3)CC2)c1C | -0.7% | 11% | -5%
CC/C(=N\NC(=O)c1nnn(-c2nonc2N)c1-c1cccs1)c1ccccc1 | -0.1% | -3% | 3%
Cn1cc(C(=O)N2CCN(c3cccc(Cl)c3)CC2)c(=O)c2cc(S(=O)(=O)N3CCOCC3)ccc21 | 0.0% | -2% | -10%
CCN(c1ccccc1)S(=O)(=O)c1ccc2c(c1)CCCN2C(C)=O | -0.3% | 7% | 3%
COc1ccc(-c2nn3c(=O)c(C)nnc3s2)cc1 | -0.3% | 1% | 10%
Cc1nc(NS(=O)(=O)c2cccc([N+](=O)[O-])c2)sc1C(C)(C)C | -1.4% | 6% | -3%
C=CCN1CCN(C(=O)c2ccc3c(c2)OCO3)CC1 | 0.0% | 3% | -1%
COc1ccc(NC(=O)N2CCCCCC2)cc1OC | -0.2% | 2% | -8%
CSc1nc(NCCCN(C)C)c2c3c(sc2n1)CN(C)CC3 | -0.8% | -1% | 10%
O=C1CCN(Cc2ccccc2)CCN1[C@H](COc1ccccc1)Cc1ccccc1 | -1.6% | 7% | 1%
Nc1nc(SCC(=O)NC2CCCCC2)n[nH]1 | -0.1% | -4% | -3%
CCn1c(CN2CCOCC2)nnc1SCC(=O)Nc1ccc(C(C)=O)cc1 | 0.5% | -1% | 10%
CCOC(=O)c1ccc(P(=O)(c2ccccc2)c2ccccc2)cc1 | -0.5% | 7% | 1%
COc1cc(CNc2nc3ccccc3s2)cc(OC)c1OC | -0.6% | 1% | 0%
Nc1nonc1-n1nnc(C(=O)N/N=C/c2cccnc2)c1CSc1ccccc1 | 0.6% | -4% | 9%
CCc1ccc2oc(=O)cc(CN3CCN(Cc4ccccc4)CC3)c2c1 | -1.2% | -3% | 8%
Fc1ccc(-c2nnn(Cc3ccc(F)cc3Cl)n2)cc1 | -0.3% | 6% | 5%

3 entries already listed, arranged by number of heavy atoms, lowest first.
SMILES | West Nile antiviral | SIAH1 antagonists | PhoP inhibition
CCOC(=O)c1ccc(P(=O)(c2ccccc2)c2ccccc2)cc1 | -0.5% | 7% | 1%
CCn1c(CN2CCOCC2)nnc1SCC(=O)Nc1ccc(C(C)=O)cc1 | 0.5% | -1% | 10%
Nc1nonc1-n1nnc(C(=O)N/N=C/c2cccnc2)c1CSc1ccccc1 | 0.6% | -4% | 9%
